High-throughput results as filed in PubChem BioAssay.
D1 potentiator – human D1 dopamine receptor positive modulation; potentiation, % at 10 µM; P21728; actives 0.036% (n = 360,000); HEK293 TREx D1 cells, calcium flux, dopamine EC20 potentiation; AID 504651; in the data active means potentiation above about 30%; further: 0% is about no effect
D1 agonist – agonists of human D1 dopamine receptor | actives 1% (n = 360,000) | AID 504660 | activation, % at 2 µM | HEK293 T-REx D1 cells, calcium flux, agonist mode | P21728; in the data active means activation above about 30%; further: 0% is about no effect
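Inducible HEK293 T-REx D1 cells, force-coupled to calcium signalling, were plated at 4000 cells/well with tetracycline and held overnight at 30 C. After no-wash calcium dye loading, compound-evoked calcium rise over 180 s flagged agonists.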
GRP78 ERSR act – inducers of ER stress response in human glioma cells; U87-MG GRP78 promoter luciferase reporter, 16 h; Potency, µM, without a hit: top-dose activation, most hits filed as activators; actives 0.02% (n = 420,000); AID 602332; further: potency means the concentration at half of the fitted maximal effect; series mostly up to about 76 µM; % of control where 0% means no effect; nearly all actives have a fitted effect of over 35% in size
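Stably transfected U87-MG human glioma cells carrying a GRP78-based luminescent sensor were seeded at 1000 cells/well, pin-dosed with compounds and incubated 16 h. Luciferase reagent was then added, and end-point luminescence was read after 10 min at room temperature.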
D1 antag – blocks dopamine activation of the human D1 receptor | activity change, negative = inhibition, % at 10 µM | actives 3.2% (n = 360,000) | AID 504652 | P21728 | HEK293 TREx D1 cells, calcium flux, dopamine EC80; hits give low values; in the data active means activity change below about -30%; further: on the % scale 0 is the no-effect control and ±100 the full control effect
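Calcium flux readout: force-coupled, inducible Hek293 Trex D1 line, cells induced overnight at 30 C with tetracycline, dye-loaded 30–90 min at RT. Antagonism scored against EC80 dopamine challenge given 180 s after compound.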
Vif-A3F inh – Vif-A3F binding inhibition; HeLa A3F-eYFP + Vif (tagged APOBEC3F with the HIV-1 protein that degrades it), YFP fluorescence increase; Potency, µM (doses to about 46.1 µM), inactives show at the top dose activity, negative = active; actives 0.2% (n = 390,000); AID 602313; further: potency means the concentration at half of the fitted maximal effect; % of control where 0% means no effect; nearly all actives have a fitted effect of over 65% in size
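HeLa cells stably expressing A3F-eYFP plus Vif, plated and incubated overnight at 37 deg C, then exposed to compounds overnight at 37 deg C. Blocked degradation read as raised yellow fluorescence (Ex 488/Em 500-530).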
Vif-A3G inh – Vif-A3G binding inhibition | Q9HC16 | HeLa A3G-eYFP + Vif (tagged APOBEC3G with the HIV-1 protein that degrades it), YFP fluorescence, overnight | Potency, µM (doses to about 46.1 µM), for inactives: at the top dose activity, negative = active, most hits filed as inhibitors | actives 0.076% (n = 410,000) | AID 602310;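 further: potency means the concentration at half of the fitted maximal effect; on the % scale 0 is the no-effect control and ±100 the full control effect; nearly all actives have a fitted effect of over 60% in size; hits raise eYFP signal because A3G escapes Vif-driven loss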
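Read-out is eYFP fluorescence (Ex 488/Em 500-530) from Vif-expressing HeLa A3G-eYFP cells; more signal means A3G escaped Vif-mediated degradation. Cells plated overnight, compound pinned in, incubated overnight at 37 deg C.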
D2 PAM – positive allosteric modulators of human D2 dopamine receptor. actives 0.34% (n = 340,000). HEK293 T-REx D2, calcium flux, EC20 dopamine potentiation. potentiation, % at 10 µM. P14416;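 active means potentiation over 3 SD above the plate norm, cut at about 30% in these data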; further: 0% is about no effect
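Cells plated with tetracycline inducer and held overnight at 30 C; calcium dye loaded 30–90 min at room temperature; baseline taken, compound added and read 180 s; EC20 dopamine then added and read 180 s.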
RXFP1 antag – antagonists of human relaxin receptor RXFP1; Q9HBX9; HEK293-RXFP1, relaxin-stimulated cAMP HTRF, 30 min; hits give low values; activity change, negative = inhibition, % at 57.5 µM; actives 0.59% (n = 350,000); AID 1259400;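 active means activity change of -60% or lower, but not beyond a set lower limit; inconclusive means change between -60% and -40%, or beyond the set limit; inactive means change above -40%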; further: on the % scale 0 is the no-effect control and ±100 the full control effect
Target sequence (Q9HBX9 whole entry, looked up): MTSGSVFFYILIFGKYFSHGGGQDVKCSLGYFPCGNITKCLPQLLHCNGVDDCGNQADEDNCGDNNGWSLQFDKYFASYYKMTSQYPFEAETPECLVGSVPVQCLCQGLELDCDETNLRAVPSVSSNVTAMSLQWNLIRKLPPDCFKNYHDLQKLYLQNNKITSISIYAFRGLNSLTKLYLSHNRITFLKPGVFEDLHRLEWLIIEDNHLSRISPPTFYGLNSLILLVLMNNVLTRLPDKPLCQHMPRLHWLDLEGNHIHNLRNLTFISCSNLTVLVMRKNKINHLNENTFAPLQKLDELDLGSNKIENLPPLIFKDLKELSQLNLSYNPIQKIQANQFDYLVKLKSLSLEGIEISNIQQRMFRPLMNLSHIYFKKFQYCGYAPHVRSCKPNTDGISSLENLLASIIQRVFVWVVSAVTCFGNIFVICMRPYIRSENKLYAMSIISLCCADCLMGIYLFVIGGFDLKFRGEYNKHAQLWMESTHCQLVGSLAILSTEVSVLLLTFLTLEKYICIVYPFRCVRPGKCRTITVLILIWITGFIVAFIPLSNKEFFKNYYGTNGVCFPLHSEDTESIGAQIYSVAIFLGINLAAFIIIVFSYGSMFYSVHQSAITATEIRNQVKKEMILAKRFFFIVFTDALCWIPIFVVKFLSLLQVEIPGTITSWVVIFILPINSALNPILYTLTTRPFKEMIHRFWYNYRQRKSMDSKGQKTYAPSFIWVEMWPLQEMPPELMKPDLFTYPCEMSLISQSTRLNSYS
RXFP1 ag – agonists of human relaxin receptor RXFP1 | Q9HBX9 | HEK293T-RXFP1 cAMP TR-FRET, 30 min; response scale: percent of porcine relaxin response, buffer zero | Potency, µM (series often up to 57.5 µM), without a hit: top-dose activation, usual class: activators | actives 0.3% (n = 370,000) | AID 2676; further: potency means the concentration at half of the fitted maximal effect; on the % scale 0 is the no-effect control and ±100 the full control effect; nearly all actives have a fitted effect of over 60% in size; many of its hits are not listed in these tables
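Agonist response is measured as cAMP accumulation in an RXFP1-transfected HEK293T line under PDE4 inhibition. Values are scaled between buffer-only and 29 nM porcine relaxin, and EC50s come from standard Hill equation fits.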
The depositor's hits bear a star; u = inconclusive; x = no result given; & = joins results of further samples. Unless noted, the call rests on the fitted dose curve; in most records, active means well fitted curve in the direction sought with a large enough effect; inconclusive means small, poorly fitted or top-dose-only effect, or another doubt; inactive means no such curve, though single readings can be large; an effect the other way counts as inactive or inconclusive.

SMILES	D1 potentiator	D1 agonist	GRP78 ERSR act	D1 antag	Vif-A3F inh	Vif-A3G inh	D2 PAM	RXFP1 antag	RXFP1 ag
C=CCNC(=S)/N=C/c1c(O)[nH]c(=O)[nH]c1=O	3	3	5%	8	-15%	3%	2	-1	1.2%
O=C1NC(=O)N(c2ccccc2)C(=O)/C1=C/c1ccc2c(c1)Cc1ccccc1-2	0	6	x	6	x	x	-1	x	0.1%
CCN(CC)P(=O)(NC(=O)C(Cl)(Cl)Cl)N(CC)CC.[Cl-].[Cl-].[Cl-].[Nd+3]	1	9	-6%&-2%	3	6%&3%	1%&-1%	0	-3&2	-0.8%
COc1nc(NCC2CCCO2)nc(N2CC3CC(C2)c2cccc(=O)n2C3)n1 (centres undefined)	-3	1	0%	17	-10%	1%	-5	4	1.1%
CC(=O)N1CN2CN(C(C)=O)CC(C(=O)c3ccc(Br)cc3)(C2)C1	-2	4	-5%	-6	1%	1%	3	-7	0.9%
O=C(c1ccccc1F)c1cn(Cc2ccc(F)cc2)c2ccccc12	-8	5	-5%	-4	-8%	3%	-7	-1	3.5%
CCOc1ccc(-c2cc(C)[n+](CCN(CC)CC)c(-c3ccc(OCC)cc3)c2)cc1	0	3	-3%	-19	1%	5%	-2	-20	4.1%
COc1cc(C)c(-c2nc(CN3C[C@@H]4C[C@@H](C3)c3cccc(=O)n3C4)c(C)o2)cc1C	-7	8	-3%	-14	2%	0%	-6	u	2.3%
COC(=O)OCC12CCC(O1)C1(C)C(=O)OCC21 (centres undefined)	-18	2	-3%	-23	5%	1%	-6	-6	4.7%
COc1ccc(CN2CCCC(C(=O)c3ccccc3SC)C2)cc1O (centres undefined)	-3	4	-4%	-2	-2%	1%	-16	-3	-0.1%
Cc1ccccc1-c1nc(CN2C(=O)CN=C(c3ccccc3)c3ccccc32)c(C)o1	0	0	-3%	10	1%	2%	-3	-39	26%
CN(C)CCNC(=O)c1cccn(Cc2cc(C(F)(F)F)cc(C(F)(F)F)c2)c1=O	-6	10	-3%	-28	-15%	1%	24	-12	4.6%
Cc1ccc(-c2nc3ccccc3c(=O)n2-c2nccs2)cc1	-3	3	-2%	13	-9%	0%	-4	17	0.1%
COc1ccc(-c2cc(=O)c3c(OC)c(OC)c(OC)cc3o2)cc1	0	-1	2%	1	-1%	-4%	-13	x	4.9%
COC(=O)C[C@]1(C(=O)OC)CN(C#N)N(c2ccc(Cl)cc2)C12c1ccccc1-c1ccccc12	-6	1	-13%	0	1%	-24%	23	-19	1.4%
CC(=O)N1CCN(Cc2ccc(Cl)nc2)CC1	-7	4	-4%	-8	1%	3%	7	-3	-1.7%
N#CC1C(C#N)C2CCC1C1C2N1c1ccccc1 (centres undefined)	x	x	-2%	x	-1%	1%	x	-4	x
CC(=O)Nc1ccccc1C(=O)OCc1ccccc1F	-4	3	5%	-9	-1%	1%	-1	11	-2.2%
O=C1NC(=O)N(Cc2ccccc2)C(=O)/C1=C\C=C\c1ccco1	-12	16	u	-16	u	-2%	10	u	-0.3%
CCOC(=O)C1(c2ccccc2)CCN(CCC(=O)Nc2ccc(F)cc2)CC1	-6	11	-3%	-19	-10%	8%	-13	-1	0.3%
COC(=O)C1C(C(=O)O)C2(Cl)C(Cl)=C(Cl)C1(Cl)C2(Cl)Cl (centres undefined)	x	x	-2%	x	-18%	3%	x	-2	x
CCSc1nnc(C(N)Cc2ccccc2)o1 (centres undefined)	-5	3	3%	1	x	2%	-4	-8	-2.3%
Cc1ccc(-c2nc(S(=O)(=O)c3ccccc3)c(SCC(=O)NC3CCCCC3)o2)cc1	0	1	-2%	0	-2%	-6%	-1	-8	u
COc1ccccc1[As](=O)(O)CC(O)COc1ccc(Cl)cc1Cl (centres undefined)	-10	1	x	2	x	x	-8	x	0.4%
CC(C)n1cc(C(=O)N(CC(=O)NC(C)(C)C)Cc2ccccc2)cn1	1	-4	-2%	-7	0%	0%	26	-7	-1.5%
C#CCN(C)C(C)Cc1ccccc1 (centres undefined)	-4	2	-1%	-7	-7%	0%	x	x	-0.7%
COC(=O)C1=C(c2ccc(C(C)=O)cc2)C[C@@H]2CC[C@H]1N2C(=O)NCCNC(C)=O	-6	-1	-3%	24	-1%	1%	-6	x	0.5%
COC(=O)C1=C(c2ccc(C(C)=O)cc2)C[C@@H]2CC[C@H]1N2C(=O)N1CCCC1	-9	0	-3%	-1	0%	-1%	-3	x	0.3%
Cn1c(O)c(C(c2ccncc2)c2c(O)n(C)c(=S)n(C)c2=O)c(=O)n(C)c1=S	4	0	1%	3	6%	0%	-5	-1	-1.0%
Nc1c(C(=O)Nc2ccc(OC(F)(F)F)cc2)sc2nc3c(cc12)N1CCC3CC1	-5	0	-2%	-10	-7%	0%	-3	-8	18%
COc1cccc(CN2CCN(c3ccc(F)cc3)CC2)c1OC	x	x	-6%	x	-1%	1%	x	-2	x
CC(=O)O[C@@H]1/C=C/[C@](C)(O)C[C@@H](C)C/C=C/[C@H]2[C@H](O)C(C)=C(C)[C@H]3[C@H](Cc4ccccc4)NC(=O)[C@@]123	x	x	0%	x	2%	-10%	x	11	x
CCOC(=O)c1ccc(N=C(C)c2c(O)[nH]c(=O)[nH]c2=O)cc1	16	3	-8%	20	-8%	0%	1	-10	-0.8%
CN(C)Cc1ccccc1OC(=O)N(C)C	2	6	-3%	-2	-11%	3%	3	-11	0.5%
O=[N+]([O-])c1ccc(CNCCc2ccccc2)cc1	-1	4	3%	-3	u	0%	-4	-6	0.5%
N=c1n(CCO)c2ccccc2n1Cc1ccccc1	-4	3	-3%	7	-12%	0%	-4	-8	0.9%
Cc1nn(CC(C)C)c(Cl)c1C(=O)O	5	2	-1%	17	-5%	0%	7	-5	0.7%
N#CC1=C(N)Oc2c(c(=O)sc3ccccc23)C1c1ccncc1 (centres undefined)	4	0	-5%	16	-1%	u	27	-7	-0.5%
COc1ccc(NC(=O)N2C[C@@H]3C[C@@H](C2)c2cccc(=O)n2C3)cc1	4	2	-2%	0	4%	-1%	5	x	-0.8%
CCCCn1c(O)c(C(C)=Nc2ccc(OCC)cc2)c(=O)[nH]c1=O	-10	1	-3%	9	x	0%	-8	-1	0.5%
COc1cc2nc(CN3CC=C(c4ccccc4)CC3)[nH]c(=O)c2cc1OC	x	x	3%	x	-17%	0%	x	-5	x
CC(=Nc1ccc(F)cc1)c1c(O)n(C)c(=O)[nH]c1=O	-2	-4	-1%	15	-2%	0%	10	3	-0.2%
c1ccc(CCN2CCC3(CC2)OCCO3)cc1	x	x	-6%	x	-8%	1%	x	1	x
CCN(CC)C(=O)c1ccc(NC(=O)C2=C(C)OCCS2)cc1	1	1	-1%	3	-5%	2%	-2	2	0.4%
O=C(O)CCn1cc(C=C2C(=O)NC(=O)NC2=O)c(-c2ccc(Br)cc2)n1	0	1	-2%	-1	4%	-1%	3	-9	0.9%
CCOc1ccc(C(C)=O)cc1Cn1ccsc1=N	8	4	-6%	-10	-7%	2%	-4	-18	1.3%
CCNc1cc(N2CCN(C)CC2)ccc1[N+](=O)[O-]	-22	2	-3%	-21	-1%	4%	-2	9	-1.5%
Oc1cccc2cccnc12	-12&1	2&0	-4%&-1%&-4%&-2%	-4&3	x	u	5	8&19	1.1%
COc1cc(OC)c(OC)cc1CNCCc1ccc(OC)c(OC)c1	-1	2	-1%	-4	-1%	1%	3	-7	1.0%
Cc1cc(C=C2C(=O)N(C)C(=S)N(C)C2=O)c(C)n1C1CCCCC1	-3	4	-1%	1	-2%	-1%	1	-6	1.5%
CCOC(=O)C1C(=O)N(C)C2(C)CC1c1ccccc1O2 (centres undefined)	-8	2	-1%	20	-1%	0%	9	9	-0.1%
Cc1nnc2n1-c1ccc(Br)cc1C(c1ccccc1Cl)=NC2	-14	3	-3%	-23	0%	0%	-6	12	1.7%

Not a retest: entries from further up.
SMILES	D1 potentiator	D1 agonist	GRP78 ERSR act	D1 antag	Vif-A3F inh	Vif-A3G inh	D2 PAM	RXFP1 antag	RXFP1 ag
CCCCn1c(O)c(C(C)=Nc2ccc(OCC)cc2)c(=O)[nH]c1=O	-10	1	-3%	9	x	0%	-8	-1	0.5%
COc1cc2nc(CN3CC=C(c4ccccc4)CC3)[nH]c(=O)c2cc1OC	x	x	3%	x	-17%	0%	x	-5	x
CC(=Nc1ccc(F)cc1)c1c(O)n(C)c(=O)[nH]c1=O	-2	-4	-1%	15	-2%	0%	10	3	-0.2%
c1ccc(CCN2CCC3(CC2)OCCO3)cc1	x	x	-6%	x	-8%	1%	x	1	x
CCN(CC)C(=O)c1ccc(NC(=O)C2=C(C)OCCS2)cc1	1	1	-1%	3	-5%	2%	-2	2	0.4%
O=C(O)CCn1cc(C=C2C(=O)NC(=O)NC2=O)c(-c2ccc(Br)cc2)n1	0	1	-2%	-1	4%	-1%	3	-9	0.9%
CCOc1ccc(C(C)=O)cc1Cn1ccsc1=N	8	4	-6%	-10	-7%	2%	-4	-18	1.3%
CCNc1cc(N2CCN(C)CC2)ccc1[N+](=O)[O-]	-22	2	-3%	-21	-1%	4%	-2	9	-1.5%
Oc1cccc2cccnc12	-12&1	2&0	-4%&-1%&-4%&-2%	-4&3	x	u	5	8&19	1.1%
COc1cc(OC)c(OC)cc1CNCCc1ccc(OC)c(OC)c1	-1	2	-1%	-4	-1%	1%	3	-7	1.0%

A portion of the library; the hit share may differ from the screen's.
